TCR activator: activates T cell receptor signaling; primary human leukocytes, anti-CD3, IL-2 HTRF, 48 h; Potency, µM (top dose mostly 9.22 µM), for inactives: at the top dose activation of IL-2 secretion, actives largely listed as activators; 330,000 tested, under 10 active; AID 504894; also: % of control where 0% means no effect
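Readout: HTRF IL-2, Eu-cryptate/d2 antibody pair, 320nm excitation, 665nm emission. Stimulus: a-CD3 beads, no co-stimulation. Cells: primary human leukocytes. Exposure: 48 hr with compound.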
A-T KAP1 phos: candidate therapy for ataxia-telangiectasia. hit rate 0.19% among 320,000. […] A-T fibroblasts, KAP-1 phosphorylation AlphaLISA; neocarzinostatin DNA damage 30 min before lysis. Potency, µM (highest dose often 57.5 µM), for inactives: top-dose activation, usual class: activators; also: potency is read from the fitted curve at half-maximal effect; % of control where 0% means no effect; nearly all actives have a fitted effect of over 45% in size
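ATM-like activity read as KAP-1 phosphorylation via AlphaLISA donor/acceptor antibody pairs after lysis and 6 hr at 25C. Cells were ATM-null patient fibroblasts ([…], hTERT), dosed 60 min, then exposed to the DSB inducer NCS for 30 min.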
TSHR antagonist: blocks TSH signaling through the human TSH receptor; hit rate 0.2% among 330,000; activity change, negative = inhibition, % at 11.5 µM; TSHR-expressing cells, TSH-stimulated cAMP HTRF, 2 h; hits give low values;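 active = activity change below a set negative limit, meaning inhibition stronger than a set level, cut at about -70% in these data; inconclusive = activity change between two set negative limits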; also: % is scaled to controls: 0 for no effect and ±100 for the full control effect
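Freshly harvested TSHR cells receive pin-tooled compound, then EC80 TSH at 4nM final. After 2 hours at 37 deg C, antibody in lysis buffer and cAMP-d2 are added; 30 minutes at ambient temperature precede the HTRF read.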
KCNH2 WT inh: inhibitors of human wildtype KCNH2 potassium channel; Q12809; U2OS, BacMam KCNH2, thallium flux FluxOr; hits give low values; activity change, % at 1.84 µM; hit rate 0.37% among 340,000; AID 720551;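 active = maximum activity change below -70%; inconclusive = maximum activity change between -70% and -50%; inactive = maximum activity change above -50%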; also: % is scaled to controls: 0 for no effect and ±100 for the full control effect
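U2OS cells were transduced with wild-type KCNH2 virus (2.03 x 10^8 / mL) for 4 h at room temperature, then cultured overnight at 37 C. Thallium flux was read with FluxOr dye. Rate constants were normalized to DMSO controls.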
USP2a inh: USP2a (human) protease inhibition; USP2 core, Ub-CHOP2 coupled fluorogenic reporter, 485/531; Potency, µM (series often up to 38.3 µM), for inactives: at the highest dose activity change, negative = inhibition, actives largely listed as inhibitors; hit rate 0.01% among 330,000;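 also: potency is read from the fitted curve at half-maximal effect; plate controls were DMSO wells for no effect and full inhibition by NEM control for full effect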
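Deubiquitinase activity read as fluorescence (485/531 nm) after Ub-CHOP2 cleavage activates the enterokinase reporter on its substrate; USP2 core 10nM, Ub-CHOP2 and substrate 25nM each, 30min compound preincubation then 60min RT; data normalized to NEM, curves fitted.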
Mito fusion act: mitochondrial division inhibition or fusion activation. hit rate 0.23% among 320,000. Potency, µM (titrated, usually from 46.1 µM), for the others: top-dose growth rescue (activation), usual class: activators. S. cerevisiae fusion-defective mutant growth rescue, CellTiterGlo 48 h. AID 485298;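 also: potency is read from the fitted curve at half-maximal effect; % of control where 0% means no effect; nearly all actives have a fitted effect of over 45% in size; temperature-sensitive fusion mutants such as fzo1-1 at 37 °C on non-fermentable ethanol glycerol medium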
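Compounds are tested for their ability to restore growth of mitochondrial fusion-defective yeast strains at non-permissive 37C in YPEG medium over 48 hours. Viability is quantified by luciferase luminescence.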
Eya2 inh: inhibitors of human Eya2 phosphatase activity; O00167; recombinant Eya2, OMFP fluorescence dephosphorylation (OMFP is methylfluorescein phosphate); Potency, µM (highest dose often 76.9 µM), for the others: top-dose activity, negative = inhibition, hits mostly inhibitors; hit rate 0.006% among 330,000; AID 488837; also: potency is read from the fitted curve at half-maximal effect; % is scaled to controls: 0 for no effect and ±100 for the full control effect
Target sequence (O00167 whole entry, looked up): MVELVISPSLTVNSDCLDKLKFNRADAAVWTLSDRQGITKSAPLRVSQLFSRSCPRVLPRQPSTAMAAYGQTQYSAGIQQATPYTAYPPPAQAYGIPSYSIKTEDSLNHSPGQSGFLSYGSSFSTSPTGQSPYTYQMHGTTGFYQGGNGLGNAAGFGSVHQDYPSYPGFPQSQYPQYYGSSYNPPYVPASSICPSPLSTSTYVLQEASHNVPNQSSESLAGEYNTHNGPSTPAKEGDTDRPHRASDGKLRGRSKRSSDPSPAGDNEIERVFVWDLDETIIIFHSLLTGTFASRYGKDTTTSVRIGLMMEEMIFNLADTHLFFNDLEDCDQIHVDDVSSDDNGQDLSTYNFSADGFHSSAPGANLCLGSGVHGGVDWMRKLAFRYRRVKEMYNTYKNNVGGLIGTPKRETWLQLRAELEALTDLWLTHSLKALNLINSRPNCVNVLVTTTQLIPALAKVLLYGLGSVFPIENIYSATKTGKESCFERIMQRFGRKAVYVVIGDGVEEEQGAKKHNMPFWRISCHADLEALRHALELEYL
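Eya2 protein (added as 0.2 uM solution) was preincubated with compound for 10 min at ambient temperature in 50 mM HEPES pH 7.5, 50 mM NaCl, 5 uM MgCl2, 0.05% BSA, 1 mM DTT. OMFP (added at 50 uM) then reacted 10 min; fluorescence read at 485/525 nm.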
ELG1 DNA repair: inhibitors of ELG1-dependent DNA repair in HEK293T cells. HEK293T ELG1-luciferase reporter, luminescence, 16 h; DNA damage induced by 5-fluorouridine. Potency, µM (top dose mostly 46.1 µM), for the others: top-dose activity change, negative = inhibition, most hits filed as inhibitors. hit rate 2.3% among 330,000; also: potency is read from the fitted curve at half-maximal effect; % is scaled to controls: 0 for no effect and ±100 for the full control effect; nearly all actives have a fitted effect of over 55% in size
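HEK293T cells expressing luciferase-tagged ELG1 (2,000/well) received 5-Fluorouridine plus compound or DMSO for 16 hr at 37 °C. Luciferase was read by ONE-Glo luminescence after 30 min at room temperature.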
TRPV1 agonist: agonists of human vanilloid receptor 1 (TRPV1) | AID 540275 | Q8NER1 | activation, % at 8.33 µM | hit rate 0.19% among 320,000 | TRPV1-expressing cells, Fluo-8 calcium influx, agonist mode; in the data active = activation above about 80%; inconclusive = between about 30% and that limit; also: 0% is about no effect
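Cells expressing TRPV1 were dye-loaded with Fluo-8 and read kinetically: 10 s baseline, 3 min after compound (agonist portion), then 2 min after EC20 capsaicin (allosteric enhancer portion). Calcium-bound dye fluorescence at 480/520 nm.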
KCNH2 3.1 block: inhibitors of human KCNH2 3.1 potassium channel isoform; U2OS KCNH2 3.1, thallium flux FluxOr; hits give low values; hit rate 0.95% among 340,000; activity change, % (tested at about 1.8 µM);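 active = maximum activity change below -70%; inconclusive = maximum activity change from -70% to -50%; inactive = maximum activity change above -50%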;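 also: thallium influx rate constant from kinetic fluorescence after stimulation buffer; % is scaled to controls: 0 for no effect and ±100 for the full control effect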
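Channel expression came from 3.1 mutant virus (1.77 x 10^8 /mL) applied to suspended U2OS cells for 4 h. Flux was tracked with FluxOr dye plus Red40 quencher, and kinetic rate constants normalized to controls.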
* marks the source's active call; other numbers are inactive results; [ ] = remark or other dose. Unless noted, calls follow the shape of the dose curve; as a rule, active = well fitted curve in the direction sought with a large enough effect; inconclusive = small, poorly fitted or top-dose-only effect, or another doubt; inactive = no such curve, though single readings can be large; an effect the other way counts as inactive or inconclusive. Some of the compounds tested, so the mix of outcomes need not match the whole.

For CN(C)/C=N/C(=S)Nc1ccccc1Cl the results were TCR activator -43%, A-T KAP1 phos 3%, TSHR antagonist -20, KCNH2 WT inh 19, USP2a inh -1%, Mito fusion act -1%, Eya2 inh 3%, ELG1 DNA repair 0%, TRPV1 agonist 1 and KCNH2 3.1 block 5.
Screening O=C1OCCC1Sc1nnc(-c2ccco2)n1-c1ccccc1 (stereo not drawn) returned TCR activator -12%, A-T KAP1 phos -1%, TSHR antagonist -3, KCNH2 WT inh -6, USP2a inh -1%, Mito fusion act -6%, Eya2 inh 12%, ELG1 DNA repair 2%, TRPV1 agonist 0 and KCNH2 3.1 block -6.
For CCOc1ccc(C(C)NC(=S)NC2CCCCC2)cc1OCC (stereo not drawn) the results were TCR activator 2%, A-T KAP1 phos 0%, TSHR antagonist 5, KCNH2 WT inh -34, USP2a inh 1%, Mito fusion act -2%, Eya2 inh -13%, ELG1 DNA repair 23µM*, TRPV1 agonist 30 and KCNH2 3.1 block -23.
CCn1c2ccccc2c2cc(NC(=S)N3CCOCC3)ccc21 was read as TCR activator -3%, A-T KAP1 phos -3%, TSHR antagonist -13, KCNH2 WT inh -7, USP2a inh 5%, Mito fusion act -1%, Eya2 inh -6%, ELG1 DNA repair inconclusive, TRPV1 agonist inconclusive and KCNH2 3.1 block 41.
For COc1ccc(-c2cc(-c3nnc(COC(=O)CC4CCCC4)o3)c3ccccc3n2)cc1OC the results were TCR activator -3%[46.1 µM], A-T KAP1 phos -1%, TSHR antagonist -2, KCNH2 WT inh 0, USP2a inh 1%, Mito fusion act -5%, Eya2 inh 0%, ELG1 DNA repair 21µM*, TRPV1 agonist 0 and KCNH2 3.1 block 0.
For COc1cc(/C=C/C(=O)OCC(=O)NC(=O)NC(C)C)cc(OC)c1OC the results were A-T KAP1 phos 14%, TSHR antagonist 5, KCNH2 WT inh -8, USP2a inh 0%, Mito fusion act -11%, Eya2 inh 8%, ELG1 DNA repair inconclusive, TRPV1 agonist -6 and KCNH2 3.1 block -11.
For Cc1c(Cl)cccc1NC(=O)COC(=O)c1c2c(nc3ccccc13)CCN(Cc1ccccc1)C2 the results were TCR activator 9%[46.1 µM], TSHR antagonist 25, KCNH2 WT inh -38, USP2a inh -5%, Mito fusion act 7%, Eya2 inh 7%, ELG1 DNA repair 13µM*, TRPV1 agonist -3 and KCNH2 3.1 block 0.
For O=C1C(Cl)=C(N2CCOCC2)C(=O)N1c1cccc(C(F)(F)F)c1 the results were TCR activator -1%, A-T KAP1 phos -4%, TSHR antagonist 5, KCNH2 WT inh -8, USP2a inh 1%, Mito fusion act -1%, Eya2 inh 6%, ELG1 DNA repair -4%, TRPV1 agonist 28 and KCNH2 3.1 block 23.
For O=C(c1ccccc1)c1ccc(OCCn2cnc3ccccc3c2=O)cc1 the results were TCR activator 1%, A-T KAP1 phos 15%, KCNH2 WT inh -13, USP2a inh 2%, Mito fusion act 1%, Eya2 inh -10%, ELG1 DNA repair -15%, TRPV1 agonist 3 and KCNH2 3.1 block -10.
For Cc1ccc(Cn2cccc(NC(=O)c3ccco3)c2=O)cc1 the results were TCR activator -1%, A-T KAP1 phos 4%, TSHR antagonist -36, KCNH2 WT inh 1, USP2a inh 1%, Mito fusion act 1%, Eya2 inh -12%, ELG1 DNA repair inconclusive, TRPV1 agonist 14 and KCNH2 3.1 block 9.

Retrieved by compound from the entries so far (two):
For Cc1ccc(Cn2cccc(NC(=O)c3ccco3)c2=O)cc1 the results were TCR activator -1%, A-T KAP1 phos 4%, TSHR antagonist -36, KCNH2 WT inh 1, USP2a inh 1%, Mito fusion act 1%, Eya2 inh -12%, ELG1 DNA repair inconclusive, TRPV1 agonist 14 and KCNH2 3.1 block 9.
CCn1c2ccccc2c2cc(NC(=S)N3CCOCC3)ccc21 was read as TCR activator -3%, A-T KAP1 phos -3%, TSHR antagonist -13, KCNH2 WT inh -7, USP2a inh 5%, Mito fusion act -1%, Eya2 inh -6%, ELG1 DNA repair inconclusive, TRPV1 agonist inconclusive and KCNH2 3.1 block 41.

New compounds follow
`CCCN(CC(=O)Nc1ccccc1OC)Cc1c(O)ccc2ccccc12` gave TCR activator -1%, A-T KAP1 phos 9%, TSHR antagonist -3, KCNH2 WT inh -11, USP2a inh 0%, Mito fusion act 7%, Eya2 inh 4%, ELG1 DNA repair -4%, TRPV1 agonist 10 and KCNH2 3.1 block -20.
CC(=O)N/C(=C\c1ccccc1)C(=O)OCC(=O)N(C)C1CCS(=O)(=O)C1 (stereo not drawn) was read as TCR activator 0%, A-T KAP1 phos 12%, TSHR antagonist -6, KCNH2 WT inh -20, USP2a inh 4%, Eya2 inh -20%, ELG1 DNA repair 14% and KCNH2 3.1 block -9.
For CCOC(=O)c1c(NC(=O)CSc2nnc(Cc3ccccc3)o2)sc(C)c1C the results were TCR activator 4%[46.1 µM], A-T KAP1 phos -7%, TSHR antagonist -10, KCNH2 WT inh 2, USP2a inh -8%, Mito fusion act -2%, Eya2 inh -10%, ELG1 DNA repair -18%, TRPV1 agonist -1 and KCNH2 3.1 block 0.
`Cc1ccsc1/C=N/NC(=O)c1ccncc1` gave TCR activator -2%, A-T KAP1 phos -2%, TSHR antagonist -1, KCNH2 WT inh -10, USP2a inh -4%, Mito fusion act 0%, Eya2 inh -12%, ELG1 DNA repair 23%, TRPV1 agonist 10 and KCNH2 3.1 block -12.
Cc1nc2cc(NC(=O)NCc3ccco3)ccc2o1 was read as TCR activator 5%, A-T KAP1 phos -2%, TSHR antagonist -4, KCNH2 WT inh -7, USP2a inh 0%, Mito fusion act -1%, Eya2 inh -9%, ELG1 DNA repair inconclusive, TRPV1 agonist 1 and KCNH2 3.1 block -2.
Screening COc1ccc(S(=O)(=O)Nc2ccc(Oc3ccsc3C(=O)O)cc2)cc1 returned TCR activator 5%, A-T KAP1 phos -16%, TSHR antagonist -5, KCNH2 WT inh 4, USP2a inh 3%, Mito fusion act -5%, Eya2 inh 5%, ELG1 DNA repair 13%, TRPV1 agonist -1 and KCNH2 3.1 block 0.
`Cn1c2c(c(=O)n(C)c1=O)C(c1cccc([N+](=O)[O-])c1)Nc1ccccc1O2` (stereo not drawn) gave TCR activator 0%, A-T KAP1 phos -1%, TSHR antagonist 6, KCNH2 WT inh 0, USP2a inh 3%, Mito fusion act 3%, Eya2 inh -9%, ELG1 DNA repair -3%, TRPV1 agonist 5 and KCNH2 3.1 block 10.
O=C(Cc1ccc([N+](=O)[O-])cc1)N/N=C/c1ccco1 was read as TCR activator 0%, A-T KAP1 phos -2%, TSHR antagonist 0, KCNH2 WT inh -20, USP2a inh 1%, Mito fusion act -15%, Eya2 inh -1%, ELG1 DNA repair 2%, TRPV1 agonist -3 and KCNH2 3.1 block 21.
For COc1ccc(OCC(=O)Nc2ccc3c(c2)nc(CCN2CCN(C)CC2)n3C)cc1 the results were TCR activator -2%, A-T KAP1 phos 1%, TSHR antagonist 23, KCNH2 WT inh -7, USP2a inh 3%, Mito fusion act 1%, Eya2 inh 0%, ELG1 DNA repair 2%, TRPV1 agonist 2 and KCNH2 3.1 block -11.
For CCN(CC)c1ccc(C(=O)OCC(=O)N(C)Cc2ccccc2)cc1 the results were TCR activator 9%, A-T KAP1 phos 5%, TSHR antagonist -6, KCNH2 WT inh -9, USP2a inh 1%, Mito fusion act -7%, Eya2 inh inconclusive, ELG1 DNA repair -10%, TRPV1 agonist 5 and KCNH2 3.1 block -13.
`COc1ccc(C2Nc3ccccc3C(=O)N2c2ccc(F)cc2)cc1CSc1ccccn1` (stereo not drawn) gave TCR activator -2%[46.1 µM], A-T KAP1 phos 8%, TSHR antagonist -5, KCNH2 WT inh -11, USP2a inh -5%, Mito fusion act -4%, Eya2 inh 1%, ELG1 DNA repair inconclusive, TRPV1 agonist 1 and KCNH2 3.1 block -3.
CCOC(=O)c1ccc(Oc2nc(NC)nc(OC)n2)cc1 was read as TCR activator 1%, A-T KAP1 phos 0%, TSHR antagonist -6, KCNH2 WT inh 5, USP2a inh 1%, Mito fusion act 10%, Eya2 inh -8%, ELG1 DNA repair inconclusive and KCNH2 3.1 block 23.
`COc1ccccc1CNC(=O)COC(=O)/C=C/c1ccc(OC(F)F)c(OC)c1` gave TCR activator 9%, A-T KAP1 phos 10%, TSHR antagonist 2, KCNH2 WT inh 5, USP2a inh 0%, Mito fusion act -1%, Eya2 inh -11%, ELG1 DNA repair 24%, TRPV1 agonist 5 and KCNH2 3.1 block 2.
Screening Cc1cccc(-n2c(CCN3C(=O)c4ccccc4C3=O)nc3ccccc3c2=O)n1 returned TCR activator 12%, A-T KAP1 phos -4%, TSHR antagonist 1, KCNH2 WT inh 6, USP2a inh 1%, Mito fusion act -3%, Eya2 inh 2%, ELG1 DNA repair -3%, TRPV1 agonist 0 and KCNH2 3.1 block -2.

Assay outcomes deposited in PubChem BioAssay by National Center for Advancing Translational Sciences (NCATS).
